GSH bead fluor: compound fluoresces at 488/530 nm on GSH beads; actives 0.25% (n = 190,000); fluorescence (KMESF) at 10 µM; GSH beads flow cytometry, compound fluorescence 488/530 nm; active compounds read high; in the data active = fluorescence above about 89;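 note: glutathione beads carrying GST-tagged Bcl family fusion proteins plus one bare bead set; values are compound well signal with DMSO vehicle wells as background; inactives centre near 16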
RGS4-Gao reg: human RGS4-Galphao interaction regulation; P09471; Multiplexed bead flow cytometry, RGS4-Galphao binding; actives lie on both sides; binding response (% of control), % at 10 µM; actives 0.33% (n = 220,000); AID 1415; in the data active = binding response below about 49% or above about 150%; inactive = in between;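 note: fluorescent Galphao activated with aluminum fluoride binding bead-coupled RGS4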
Target sequence (P09471 whole entry, looked up): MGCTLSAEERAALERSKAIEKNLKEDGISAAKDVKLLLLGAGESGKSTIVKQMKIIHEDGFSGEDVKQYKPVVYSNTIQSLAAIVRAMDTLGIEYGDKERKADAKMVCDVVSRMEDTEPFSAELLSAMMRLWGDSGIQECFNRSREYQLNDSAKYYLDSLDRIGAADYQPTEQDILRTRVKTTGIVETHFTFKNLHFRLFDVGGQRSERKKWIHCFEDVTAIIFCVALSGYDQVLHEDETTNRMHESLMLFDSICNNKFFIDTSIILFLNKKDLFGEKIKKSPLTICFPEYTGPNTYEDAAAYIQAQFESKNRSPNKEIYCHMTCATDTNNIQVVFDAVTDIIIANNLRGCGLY
RGS8-Gao reg: modulates binding of RGS8 to human Galphao; multiplexed bead flow cytometry; actives lie on both sides; response (percent of control binding), % at 10 µM; actives 0.34% (n = 220,000); in the data active = response below about 60% or above about 140%; inactive = in between;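 note: Galphao activated as the GDP aluminium fluoride complex binding bead-coupled RGS8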
Bcl-B Bim block: disrupts Bim peptide binding to human Bcl-B; Q9HD36; actives 0.073% (n = 190,000); bead-based flow cytometry; inhibition, % at 10 µM;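 note: 0% = tracer peptide without compound and 100% = reference inhibitor peptide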
Bcl-2 Bim block: inhibitors of Bim-Bcl-2 interaction, human | P10415 | Bead-based flow cytometry, Bim peptide-Bcl-2 binding | inhibition, % at 10 µM | actives 0.06% (n = 190,000); in the data active = inhibition above about 40%; inconclusive = no clear call, values can overlap the other calls;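 note: 0% = no compound wells with probe peptide and 100% = reference peptide inhibitor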
Bim-Bfl-1: human Bim-Bfl-1 interaction inhibition; Q16548; Bead-based flow cytometry, Bim-Bfl-1 binding inhibition; inhibition, % at 10 µM; actives 0.12% (n = 190,000);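 note: 0% = wells without compound plus tracer and 100% = blocker peptide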
Bcl-W Bim block: disrupts Bim peptide binding to human Bcl-W. inhibition, % at 10 µM. bead-based flow cytometry. Q92843. actives 0.02% (n = 190,000);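 note: 0% = bound tracer without compound and 100% = peptide blocker; higher means less fluorescent Bim peptide bound to Bcl-W beads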
Target sequence (Q92843 whole entry, looked up): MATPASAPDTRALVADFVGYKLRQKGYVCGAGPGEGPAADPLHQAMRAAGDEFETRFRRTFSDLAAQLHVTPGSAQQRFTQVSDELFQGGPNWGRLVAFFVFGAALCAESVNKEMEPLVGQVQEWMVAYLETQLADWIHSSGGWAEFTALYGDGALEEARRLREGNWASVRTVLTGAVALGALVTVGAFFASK
Mcl1 Bid PPI: Mcl-1/Bid interaction inhibition. Q07820. inhibition, % at 21.7 µM. actives 0.97% (n = 220,000). TR-FRET Mcl-1/Bid-Dy647 peptide binding, 1536-well. AID 1021;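 active = compounds that cut the binding signal by more than half at the single screening dose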;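 note: His-tagged Mcl-1 with europium anti-His antibody binding Bid BH3 peptide; 0% = Mcl-1 plus peptide wells and 100% = peptide-only wells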
Target sequence (Q07820 whole entry, looked up): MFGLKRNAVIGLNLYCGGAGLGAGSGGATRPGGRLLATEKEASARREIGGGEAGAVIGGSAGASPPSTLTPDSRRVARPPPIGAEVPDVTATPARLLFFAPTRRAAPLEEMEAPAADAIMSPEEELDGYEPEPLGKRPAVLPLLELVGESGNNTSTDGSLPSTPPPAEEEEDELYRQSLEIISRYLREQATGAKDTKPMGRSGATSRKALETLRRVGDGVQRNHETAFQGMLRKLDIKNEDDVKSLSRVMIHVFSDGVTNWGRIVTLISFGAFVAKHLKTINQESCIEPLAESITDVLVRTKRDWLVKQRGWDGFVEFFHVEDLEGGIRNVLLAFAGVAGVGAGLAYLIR
Bcl-XL Bim block: human Bim-Bcl-XL interaction inhibition | Q07817 | Bim peptide-Bcl-XL binding, bead flow cytometry, fluorescence | inhibition, % at 10 µM | actives 0.04% (n = 190,000) | AID 1007
RGS7-Gao reg: modulates binding of RGS7 to human Galphao. Multiplexed bead flow cytometry; actives lie on both sides. P09471. binding response (% of control), % at 10 µM. actives 0.35% (n = 220,000); in the data active = binding response below about 49% or above about 150%; inconclusive = no clear call, values can overlap the other calls; inactive = in between;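 note: fluorescent Galphao held in activated GDP-AlF4 state binding bead-coupled RGS7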
Mcl-1 Bim block: disrupts Bim peptide binding to human Mcl-1. Q07820. Bead-based flow cytometry, Bim peptide-Mcl-1 binding. inhibition, % at 10 µM. actives 0.1% (n = 190,000). AID 1009;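 note: 0% = no compound tracer wells and 100% = peptide blocker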
* = called active by the depositor; ? = inconclusive. Cut-off read from the data, not from the text of the source, unless noted: active = inhibition above about 40%.

GSH bead fluor,RGS4-Gao reg,RGS8-Gao reg,Bcl-B Bim block,Bcl-2 Bim block,Bim-Bfl-1,Bcl-W Bim block,Mcl1 Bid PPI,Bcl-XL Bim block,RGS7-Gao reg,Mcl-1 Bim block,Structure
20,109,108,0,-2,-4,-1,-39,-1,113,0,C=C(C)Cn1c(N2CCN(c3ccc(OC)cc3)CC2)nc2c1c(=O)n(C)c(=O)n2C
45,106,106,-7,-9,-10,5,4,-9,102,-2,CCOc1cc(/C=N\NC(=O)c2ccc(NC(=O)C(C)(C)C)cc2)ccc1OC(=O)c1ccc(OC)cc1
11,101,101,-5,-3,-7,-3,-14,-7,100,-1,CC1CCN(c2c([N+](=O)[O-])c(=O)oc3ccccc23)CC1
32,98,99,-9,-7,-14,-2,-10,-3,103,-1,O=C(c1cc(-c2ccc3c(c2)OCO3)on1)N1CCOCC1
16,104,100,-2,-5,-7,-2,-27,-2,99,0,C=C1C(C(=O)Nc2ccc(OCC)cc2)C1C(=O)Nc1ccc(OCC)cc1 (configuration not stated)
22,107,103,-2,1,-8,-6,-28,-8,98,-6,O=S(=O)(c1ccccc1)N1CCN(C2CCN(Cc3ccccc3)CC2)CC1
11,100,100,-5,-6,-5,-4,-17,-6,98,-3,C=CCn1c(COc2ccccc2F)nnc1SCCN1C(=O)c2ccccc2C1=O
13,111,114,-5,8,0,-1,-30,-8,109,-11,CC(C)CN(CC(C)C)CC(O)COc1ccc([N+](=O)[O-])cc1 (configuration not stated)
5,98,99,-5,-8,-9,-1,-19,-5,99,0,COc1cccc(CNC(=O)c2nnn(-c3ccc(OC(F)(F)F)cc3)c2N)c1
38,102,102,-5,-9,-13,0,-14,0,101,0,Cc1ccc(-n2nc(C)c3c2OC(N)=C(C#N)C3c2ccncc2)cc1 (configuration not stated)
12,97,100,0,-5,-16,2,-12,1,97,-1,CC(C)Cc1nnc(NC(=O)CS(=O)(=O)Cc2ccccc2)s1
11,98,97,-5,-2,-3,-3,-6,-4,100,-4,Cc1c(C(=O)NCCSc2ccc(Cl)cc2)cccc1[N+](=O)[O-]
9,97,100,0,4,-2,2,-15,3,89,2,Cc1ccc(C(=O)N(Cc2cccnc2)Cc2cc3cc(C)ccc3n3nnnc23)cc1
16,102,103,0,-5,-6,0,1,-1,99,1,CCN(CC)CCOCCOc1cc(C)c(Cl)c(C)c1
50,91,100,-7,-10,-9,0,-19,-13,106,-2,COc1cccc(C(=O)Cn2c(N3CCOCC3)nc3c2c(=O)n(C)c(=O)n3C)c1
11,102,106,-1,-3,-8,0,-10,0,103,1,CCCNC(=O)CN1C(=O)NC(CCc2ccccc2)C1=O (configuration not stated)
16,97,99,-1,-2,-3,-2,-55,-1,97,-1,CC(C)(C)c1ccc(NC(=O)COc2ccc(-n3ccnc3)cc2)cc1
5,100,101,-3,-5,-12,3,-33,-4,97,2,CN(C)CCNC(=O)C(C(=O)c1ccc(F)cc1)n1ccccc1=O (configuration not stated)
20,100,88,-10,-5,-13,-2,9,-1,97,0,O=C(c1ccc([N+](=O)[O-])cc1)N1CCN(Cc2ccccc2[N+](=O)[O-])CC1
11,100,99,-6,-3,-4,1,0,0,102,1,CC1(C)C/C(=C(/C#N)C(N)=O)CCO1
12,97,98,-31,-4,-8,-1,-66,-9,105,-6,CCc1c(C(=O)NNC(=S)NCc2ccccc2)csc1C
16,101,99,-1,-5,-10,0,-21,-2,100,2,CCSc1nnc(NC(=O)C(C)C)s1
18,100,98,-9,-9,-11,0,-4,-5,103,0,N#Cc1c(NC(=O)c2cc(C3CC3)on2)sc2c1CCC2
28,100,97,-6,-10,-9,-3,-3,-5,101,-2,COc1ccc(OCCCON2C(=O)c3ccccc3C2=O)cc1
14,103,103,-7,0,-1,0,9,-1,104,-2,COc1cc2c(cc1NC(=O)CSc1ccccn1)oc1ccccc12

Record cards, as listed above. Order of screens: GSH bead fluor | RGS4-Gao reg | RGS8-Gao reg | Bcl-B Bim block | Bcl-2 Bim block | Bim-Bfl-1 | Bcl-W Bim block | Mcl1 Bid PPI | Bcl-XL Bim block | RGS7-Gao reg | Mcl-1 Bim block
CC1(C)C/C(=C(/C#N)C(N)=O)CCO1 across the screens: 11 | 100 | 99 | -6 | -3 | -4 | 1 | 0 | 0 | 102 | 1
CC(C)(C)c1ccc(NC(=O)COc2ccc(-n3ccnc3)cc2)cc1 across the screens: 16 | 97 | 99 | -1 | -2 | -3 | -2 | -55 | -1 | 97 | -1

Continuation:
GSH bead fluor,RGS4-Gao reg,RGS8-Gao reg,Bcl-B Bim block,Bcl-2 Bim block,Bim-Bfl-1,Bcl-W Bim block,Mcl1 Bid PPI,Bcl-XL Bim block,RGS7-Gao reg,Mcl-1 Bim block,Structure
16,99,100,-6,-1,-5,-2,-10,-2,?,-2,Cc1ccccc1/C=N/Nc1ccc(Cl)nn1
23,97,102,2,0,2,-1,-25,0,98,-3,COCCn1c(C)cc(C2=NNC(=Nc3ccccc3)SC2)c1C
7,105,102,-3,0,1,-2,-35,-1,105,-3,O=C(NCc1cccnc1)C(=O)NCC1OCCCN1S(=O)(=O)c1ccccc1 (configuration not stated)
15,100,99,-1,0,0,-4,-3,-1,100,0,CN(CC(=O)NCCN1CCN(Cc2ccccc2)CC1)S(=O)(=O)c1cccc2nsnc12
15,102,100,-6,-15,-9,0,10,-2,94,-2,CC(C)Sc1nnc([C@H](C)NC(=O)OC(C)(C)C)o1
52,100,103,-9,-7,-14,2,5,6,101,0,COCC(=O)Nc1ccc(C(C)C)cc1
12,100,110,12,14,20,13,-60,23,104,8,Cc1cccc(NC(=O)Cn2cnc3c(oc4nc5c(cc43)COC(C)(C)C5)c2=O)c1
11,106,103,-4,-3,0,-1,-20,-1,101,-2,COc1ccc(NC(=S)N(CCCN2CCC(C)CC2)Cc2cccs2)cc1
13,103,103,-1,-3,-6,-1,-43,-1,100,-2,Cc1ccc(S(=O)(=O)n2[nH]c(=O)c(CCO)c2C)cc1
3,100,101,4,-1,0,1,-6,9,103,0,CCCCNC(=O)Nc1nc2ccc(CC)cc2s1
29,93,96,-17,-13,-15,-6,23,-40,92,-7,CN(C)S(=O)(=O)c1ccc2nc(NC(=O)c3cccnc3)sc2c1
14,101,97,-7,1,0,-2,-4,-6,102,-1,O=C(Nc1ccccc1N1CCOCC1)c1ccc2ccccc2n1
10,100,104,-1,-4,-2,-2,-12,-1,103,0,CC(C)CN(C(=O)CN1CCC(C)CC1)c1c(N)n(CC(C)C)c(=O)[nH]c1=O
10,102,106,-1,-5,-4,0,-38,0,104,5,CN1CCN(C(=O)/C(=C/c2cccs2)NC(=O)c2ccco2)CC1
20,97,98,0,1,1,0,-4,3,93,-1,CCCOc1ccc(Cc2nc(N)nc(N)n2)cc1
15,100,99,-11,-8,-7,-1,-23,1,98,1,Clc1ccc(-c2nnc(-c3ccccc3)nc2N2CCSCC2)cc1
8,102,95,-4,0,0,-3,-16,-5,102,-4,O=C(/C=C/c1ccc([N+](=O)[O-])cc1)OCC(=O)N1c2ccccc2Sc2ccccc21
20,101,99,-13,-6,-14,-7,-51,-15,100,-5,CC1=NNC(=O)C1CCC(=O)N/N=C/C=C/c1ccccc1 (configuration not stated)
10,98,94,-13,1,8,5,-15,-3,102,21,Cc1nn(CCc2n[nH]c(=S)n2-c2ccc(F)cc2)c(C)c1[N+](=O)[O-]
31,100,99,-14,-12,-16,-6,-21,-12,99,-6,C=CCn1c(SCc2c(C(=O)OC)sc(N)c2C(=O)OC)nnc1-c1ccc(Cl)cc1
17,102,103,-2,-3,-5,0,3,0,?,-1,COC(=O)c1ccccc1OCCOCCOc1cccc2ccc(C)nc12
12,103,99,-1,-1,0,0,18,-2,98,-2,COc1cc(CN2CCN(c3ccc(C)cc3)CC2)cc([N+](=O)[O-])c1O
24,102,97,-2,-2,-5,-3,-15,0,105,-4,COC(=O)C(C)Sc1nnc(Cc2cc(=O)[nH]c(=O)[nH]2)n1-c1ccc(Cl)cc1 (configuration not stated)
25,96,99,-5,-8,-10,0,-7,0,93,3,Cc1ccc2[nH]c3c(c2c1)CCc1cn[nH]c1-3
24,94,98,-6,-12,-17,-2,-23,-8,96,-3,CCOc1ccc(C(Nc2ccc(C)cc2)P2(=O)OCCCO2)cc1 (configuration not stated)
9,91,98,-4,-2,-3,-7,7,-11,89,-23,O=C(O)COCC(=O)Nc1ccc(-n2cnnn2)cc1
20,100,101,-9,-12,-15,-4,-2,-7,97,-5,COc1cc(NC(=O)/C=C/c2ccccc2[N+](=O)[O-])cc(OC)c1
18,101,102,-4,0,-1,0,1,-1,99,-3,Cc1cc(N2CCOCC2)c(F)cc1C(=O)c1ccccc1
57,104,101,-22,-17,-12,0,-16,-7,100,-28,CCc1ccccc1NC(=O)CCN1C(=O)c2ccccc2C1=O
24,91,96,-3,-3,-1,-3,0,-3,100,-1,O=C1C(Cc2ccccc2)NC(=S)N1c1ccccc1 (configuration not stated)
23,102,105,0,-1,-5,3,-25,3,104,0,COc1ccc(Cc2nnc(NC(=O)c3cccc(C)c3)s2)cc1
12,102,100,-1,0,-3,-1,-41,0,?,-1,CN1C(=O)S/C(=C/c2cccn2-c2cccc(C(=O)O)c2)C1=O
16,107,104,-4,-2,-2,-1,-31,0,102,3,COc1ccc(NC(=S)NC2CCCCC2)cn1
56,97,100,-7,-13,-15,0,2,-2,102,-3,Cc1ccccc1CNC(=O)c1ccc(CSCc2ccccc2)cc1
16,82,83,-1,0,0,2,-48,1,?,0,CCN(CC)c1ccc(/C=N/NC(=O)c2cccc(S(=O)(=O)N3CCOCC3)c2)c(O)c1
16,107,87,3,5,4,4,-9,5,110,6,Cc1cc2ccccc2n1CCNC(=O)c1cccs1
13,106,105,-2,-7,-6,-3,5,-4,?,-2,COc1ccc(OCCNC(=O)Nc2cc(F)c(F)cc2Cl)cc1
11,103,98,-32,-1,12,0,-37,-5,108,-9,Cn1c(=S)ccc2ccccc21
14,95,104,0,1,-1,-5,-2,-1,101,3,Cc1cc(NC(=O)COC(=O)c2oc3c(ccc4ccccc43)c2C)no1
7,103,100,1,0,0,-1,-33,0,104,2,O=c1c(/C=N/O)coc2ccc3ccccc3c12
13,103,104,0,-3,0,0,-14,-3,100,-2,Cc1ccc(S(=O)(=O)NCc2nc3ccccc3[nH]2)cc1
32,100,100,-4,-6,-13,2,9,3,95,-2,O=C(O)C1CSC2c3ccccc3C(=O)N12 (configuration not stated)
15,100,100,3,-1,-2,-1,1,0,99,0,CSc1ncccc1C(=O)OCc1ccccc1Cl
32,99,100,-9,-10,-12,-5,-13,-9,98,-5,CC(C)CNS(=O)(=O)c1ccc(CCC(=O)O)cc1
70,102,100,-2,-3,0,-4,8,-3,100,-5,O=C(CN(c1ccccc1Cl)S(=O)(=O)c1ccccc1)N/N=C/c1ccccc1C(=O)O
16,102,102,-5,-6,-15,-3,-13,-7,100,-3,CCCCSc1n[nH]c(N)n1
20,106,108,1,3,2,0,-8,1,95,3,O=C(O)CCc1ccc(-c2cccs2)n1-c1ccc(C(=O)O)cc1
18,100,101,-1,-1,-4,0,-13,-3,?,0,NC(=O)c1cc(C(=O)c2ccccc2Cl)c[nH]1
9,103,102,-2,-1,0,-2,-12,-1,99,-3,CCn1cc(/C=N\NC(=O)Cc2ccc(Cl)cc2)cn1
16,104,104,-3,-6,-6,-5,-10,-2,101,-3,Cc1ccc(C(=O)CSc2nc(C)cc(=O)[nH]2)cc1
7,99,92,-2,-1,0,0,4,0,99,-1,O=C(NCCCn1ccnc1)c1cc2ccccc2oc1=O
